Assay outcomes from PubChem BioAssay.
DRD3 agonist: qHTS of D3 Dopamine Receptor Agonist: qHTS | AID 652048, 2013 | hit rate 0.58% among 410,000 | max activation, % | D3R DiscoveRx beta-arrestin cells, luminescence, 90 min | D(3) dopamine receptor (Homo sapiens), P35462; in the data active means max activation above about 30%; further: 0% is about no effect; mostly tested at two doses, the higher about 12 µM
Target sequence (P35462 whole entry, looked up): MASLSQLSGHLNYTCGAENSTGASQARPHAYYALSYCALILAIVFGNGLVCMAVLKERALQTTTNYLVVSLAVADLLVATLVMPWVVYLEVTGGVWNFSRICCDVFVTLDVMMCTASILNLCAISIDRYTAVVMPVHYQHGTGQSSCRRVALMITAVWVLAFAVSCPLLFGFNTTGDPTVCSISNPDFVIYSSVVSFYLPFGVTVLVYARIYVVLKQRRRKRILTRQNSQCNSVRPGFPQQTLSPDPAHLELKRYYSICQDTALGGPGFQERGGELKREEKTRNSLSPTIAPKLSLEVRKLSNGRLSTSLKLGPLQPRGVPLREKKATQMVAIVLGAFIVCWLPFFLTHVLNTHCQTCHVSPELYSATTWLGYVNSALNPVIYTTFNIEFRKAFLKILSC
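Agonist mode: compounds and dopamine controls were applied to plated cells for 90 min at 37 degrees C after an overnight attachment at 1500 cells/well. Luminescent read-out followed 30 - 60 minutes at room temperature with DiscoveRx detection reagent.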
MCF10A rereplic: A quantitative high throughput screen for small molecules that induce DNA re-replication in MCF 10a normal breast cells; hit rate 2.9% among 350,000; Potency, µM (top dose mostly 46.1 µM), for the others: at the top dose activity, positive = re-replication, hits mostly activators; MCF 10A DNA re-replication, Hoechst nuclear intensity, 48 h; further: potency means the concentration at half of the fitted maximal effect; % of control where 0% means no effect; nearly all actives have a fitted effect of over 50% in size
HT1080-NT tox: qHTS for induction of synthetic lethality in tumor cells producing 2HG: qHTS for the HT-1080-NT fibrosarcoma cell line | AID 686970, 2013 | Potency, µM (titrated, usually from 46.1 µM), inactives show at the highest dose activity, negative = less viability, usual class: cytotoxic | hit rate 1.6% among 360,000 | HT-1080-NT fibrosarcoma viability, CellTiter-Glo ATP luminescence, 48 h;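 further: NT is the 2HG producing partner of a matched IDH1 knockdown line; potency means the concentration at half of the fitted maximal effect; 0% = DMSO-treated cells and -100% = media-only wells without cells; nearly all actives have a fitted effect of over 55% in size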
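Viability by CellTiter-Glo luminescence after 48 h compound exposure at 37C of HT-1080-NT cells (750/well, RPMI, 5% FBS). % activity scaled between DMSO wells and medium-only wells, then curve-fitted and categorized by curve class.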
IL1B secr inh: qHTS for Inhibitors of Inflammasome Signaling: IL-1-beta AlphaLISA Primary Screen; THP-1 LPS/ATP IL-1B secretion, AlphaLISA, 16 h; hits give low values; activity change, % at 57.5 µM; hit rate 4.7% among 360,000; AID 743279, 2014; in the data active means activity change below about -50%; inconclusive means mostly about -30% to -49%; further: on the % scale 0 is the no-effect control and ±100 the full control effect
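THP-1 cells pretreated 1 hr with compounds (up to 57.5 uM final), then stimulated with LPS (250 ng/mL final) plus ATP (1.25 mM final); secreted IL-1B measured by AlphaLISA after 16 hr, decreased signal indicating inhibition.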
GLP1R cytotox: qHTS of GLP-1 Receptor Inverse Agonists: Cytotox Screen; HEK293 cAMP-luciferase reporter cells, luminescence, 24 h; Potency, µM (top dose mostly 38.3 µM), for the others: at the highest dose activity change, negative = inhibition, most hits filed as inhibitors; hit rate 0.13% among 410,000; AID 624418, 2012;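 further: loss of luciferase light is scored as toxicity; potency means the concentration at half of the fitted maximal effect; on the % scale 0 is the no-effect control and ±100 the full control effect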
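MLSMR compounds, 24 hr on cells at 37 deg C/5% CO2; luminescence after luciferase reagent (12 min RT). Inhibition counted as the undesired cytotoxic outcome.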
KB-V1 cytotox: qHTS assay for MDR1-selective chemotherapeutics: Primary screen using the drug-selected MDR subline cells KB-V1; hit rate 3.4% among 400,000; Potency, µM (highest dose often 46.1 µM), without a hit: at the highest dose activity change, negative = cytotoxicity, actives largely listed as cytotoxic; KB-V1 MDR cells viability, CellTiter-Glo, 72 h; AID 1347076, 2019; further: potency means the concentration at half of the fitted maximal effect; on the % scale 0 is the no-effect control and ±100 the full control effect; nearly all actives have a fitted effect of over 60% in size
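Cytotoxicity via CellTiter-Glo luminescence after 72 h compound exposure at 37 degrees C. Cells: drug-selected KB-V1 line, DMEM phenol-red free plus 10% FBS. Compounds tested at multiple concentrations; normalized data fitted to concentration-effect curves.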
KB-3-1 tox: qHTS assay for MDR1-selective chemotherapeutics: Primary screen using the parental adenocarcinoma cell KB-3-1; KB-3-1 viability, CellTiter-Glo ATP luminescence, 72 h; Potency, µM (series often up to 46.1 µM), without a hit: top-dose activity change, negative = cytotoxic, hits mostly cytotoxic; hit rate 1.4% among 400,000; AID 1347075, 2019; further: potency means the concentration at half of the fitted maximal effect; on the % scale 0 is the no-effect control and ±100 the full control effect; nearly all actives have a fitted effect of over 60% in size
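Parental KB-3-1 viability, qHTS format: 72 h compound exposure, 37 °C; CellTiter-Glo; media-only wells and DMSO plates as controls; concentration-effect fits on corrected data.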
HT1080 IDH1KD tx: qHTS for induction of synthetic lethality in tumor cells producing 2HG: qHTS for the HT-1080-IDH1KD cell line; HT-1080 IDH1 knockdown viability, ATP luminescence, 48 h; Potency, µM (doses to about 46.1 µM), without a hit: at the top dose activity, negative = toxicity, usual class: cytotoxic; hit rate 2% among 360,000; AID 686971, 2013;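 further: potency means the concentration at half of the fitted maximal effect; 0% = DMSO wells and -100% = cell-free medium wells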
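% activity derives from luminescence (CellTiter-Glo), normalised to DMSO and no-cell wells. HT-1080-IDH1KD cells, 750/well, had 48 h compound exposure at 37 °C.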
SW480 rereplic: A quantitative high throughput screen for small molecules that induce DNA re-replication in SW480 colon adenocarcinoma cells. SW480 DNA re-replication, Hoechst DNA content imaging, 48 h. Potency, µM (doses to about 46.1 µM), inactives show at the highest dose re-replication activation, most hits filed as activators. hit rate 1.8% among 340,000; further: potency means the concentration at half of the fitted maximal effect; % of control where 0% means no effect; nearly all actives have a fitted effect of over 55% in size
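SW480 cells exposed to compounds for 48 hr at 37 C, 5% CO2, then Hoechst-stained 40 min. Nuclear DNA content imaged by fluorescence scanning (405 nm excitation, 500-530 nm emission); re-replication scored as increased high-intensity nuclei.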
* marks the source's active call; other numbers are inactive results; ? = inconclusive; · = no result given; [ ] = dose if it differs, or a comment. Unless noted, the call rests on the fitted dose curve; in most records, active means well fitted curve in the direction sought with a large enough effect; inconclusive means small, poorly fitted or top-dose-only effect, or another doubt; inactive means no such curve, though single readings can be large; an effect the other way counts as inactive or inconclusive. This is a random part of the collection. Share with any hit: about 11%.

No.	Compound	DRD3 agonist	MCF10A rereplic	HT1080-NT tox	IL1B secr inh	GLP1R cytotox	KB-V1 cytotox	KB-3-1 tox	HT1080 IDH1KD tx	SW480 rereplic
1	OCCNC(=S)NCc1ccccc1	-8	1%	1%	11	0%	26%	0%	5%	-6%
2	Cc1ccc(N(CC(=O)NC(C)(C)C)C(=O)CNC(=O)c2cccs2)cc1	-5	-7%	21%	-12	0%	25%	?	13%	4%
3	O=C(NCC(c1ccco1)S(=O)(=O)c1cccs1)c1ccc(F)c(F)c1 (stereo not drawn)	1	·	·	·	-10%	15%	2%	·	·
4	Cc1cc(C(=O)NCCCOC(C)C)c2ccccc2n1	-11	1%	1%[9.24 µM]	0	-21%	2%	1%	-7%	1%
5	COc1cccc(OC)c1-c1nn2c(-c3ccccc3Cl)nnc2s1	-2	0%	-2%	?	-5%	9.2µM*	18%	-9%	-9%
6	Cc1noc(C)c1-c1nc(CSc2ccccc2)no1	-5	9%	20%	4	6%	-3%	-10%	2%	-1%
7	COc1cccc(CCNC(=O)CC2C(=O)NCCN2CC(C)(C)C)c1 (stereo not drawn)	12	-19%	13%	-12	-4%	13%	3%	17%	-5%
8	COc1cccc2cc(C(=O)NCc3ccccc3)c(=N)oc12	2	?	-4%	-105*	4%	·	·	-14%	-2%
9	O=C(Cn1nc(-c2cccc(Cl)c2)ccc1=O)Nc1ccc(C(=O)NC2CC2)cc1	4	1%	19%	-9	2%	-6%	12%	12%	1%
10	O=C(Oc1ccccc1Cl)c1ccc(-n2cncn2)nc1	26	-1%	8%	5	-7%	4%	-2%	15%	2%
11	CCOc1ccc(S(=O)(=O)N2CCN(Cc3ccc4c(c3)OCO4)CC2)cc1Cl	-25	?	-2%	-17	-7%	-23%	-6%	-3%	?
12	COc1ccccc1C(NC(C)=O)c1cc(Cl)c2cccnc2c1O (stereo not drawn)	3	?	-8%	112	-30%	?	?	-10%	0.58µM*
13	Nc1ccc(C(=O)OCc2ccncc2)cc1[N+](=O)[O-]	2	5%	19%	-12	-20%	0%	14%	5%	3%
14	CCCc1cc(=O)[nH]c(SCC(=O)c2c(N)n(C)c(=O)n(C)c2=O)n1	2	6%	?	-1	5%	0%	?	?	-3%
15	Cc1ccc(NC(=O)N2Cc3ccccc3CC2C(=O)NC(C)(C)C)cc1 (stereo not drawn)	-7	1%	15%	2	-8%	-5%	10%	4%	0%
16	Cc1ccccc1Nc1nc(N)nc(COC(=O)c2cccc(S(=O)(=O)NCc3ccccc3)c2)n1	5	?	?	4	-11%	-25%	-5%	?	1%
17	CCc1ccccc1NC(=O)CN1C(=O)C2CCCN2c2ccc(S(=O)(=O)N(CC)CC)cc21 (stereo not drawn)	-7	·	·	·	0%	-14%	0%	·	·
18	O=C(OCc1cccc2ccccc12)c1ccc2c(=O)[nH]c(CN3CCOCC3)nc2c1	-3	1%	3%	-3	6%	13%	-6%	10%	-3%
19	COc1cccc(OCC(=O)Nc2ccccc2C(N)=O)c1	-16	5%	1%	-1	10%	-12%	8%	-2%	-3%
20	CCN(CC)CC(C)CNC(=O)CC(C(=O)N1CCc2ccccc21)n1ccnc1 (stereo not drawn)	-23	5%	1%	15	-11%	14%	-5%	15%	1%
21	CC(=O)Nc1ccc2c(c1)C(=O)c1ccccc1C2=O	-3	20%	-6%	-6	7%	10%	8%	-3%	7%
22	CCOC(=O)C1=C(C)N=C2SCCC(=O)N2C1c1sccc1C (stereo not drawn)	5	1%	5%	-12	-10%	-6%	18%	7%	3%
23	CCC(=O)N1c2ccccc2CC1C(=O)NCCN1CCN(c2cccc(C)c2C)CC1 (stereo not drawn)	-17	·	·	·	14%	3%	-14%	·	·
24	COCCn1c(SCC(=O)Nc2ccc(Cl)cn2)nc2ccccc21	-22	?	4%	31	2%	?	?	?	0%

Single values from the entries so far.
no. 14 in DRD3 agonist is entered as 2
no. 12 in SW480 rereplic is entered as 0.58µM*
no. 22 in HT1080 IDH1KD tx is entered as 7%
no. 23 in DRD3 agonist is entered as -17
no. 8 in DRD3 agonist is entered as 2

Another view of 5 compounds above.
(17) CCc1ccccc1NC(=O)CN1C(=O)C2CCCN2c2ccc(S(=O)(=O)N(CC)CC)cc21 (stereo not drawn)
(21) CC(=O)Nc1ccc2c(c1)C(=O)c1ccccc1C2=O
(19) COc1cccc(OCC(=O)Nc2ccccc2C(N)=O)c1
(24) COCCn1c(SCC(=O)Nc2ccc(Cl)cn2)nc2ccccc21
(18) O=C(OCc1cccc2ccccc12)c1ccc2c(=O)[nH]c(CN3CCOCC3)nc2c1

compound no. | 17 | 21 | 19 | 24 | 18
DRD3 agonist | -7 | -3 | -16 | -22 | -3
MCF10A rereplic | · | 20% | 5% | ? | 1%
HT1080-NT tox | · | -6% | 1% | 4% | 3%
IL1B secr inh | · | -6 | -1 | 31 | -3
GLP1R cytotox | 0% | 7% | 10% | 2% | 6%
KB-V1 cytotox | -14% | 10% | -12% | ? | 13%
KB-3-1 tox | 0% | 8% | 8% | ? | -6%
HT1080 IDH1KD tx | · | -3% | -2% | ? | 10%
SW480 rereplic | · | 7% | -3% | 0% | -3%

Other results:
No.	Compound	DRD3 agonist	MCF10A rereplic	HT1080-NT tox	IL1B secr inh	GLP1R cytotox	KB-V1 cytotox	KB-3-1 tox	HT1080 IDH1KD tx	SW480 rereplic
25	Cn1c(=O)c2c(SCC(=O)NCCc3ccccc3)nc(C3CC3)nc2n(C)c1=O	2	-6%	1%	0	5%	6%	18%	-2%	-6%
26	C=C1CC2C(CCC3(C)C2CCC3(O)C(C)=O)C2(C)CCC(=O)C=C12 (stereo not drawn)	13	23µM*	?	-92*	-24%	21µM*	21µM*	-29%	-11%[9.22 µM]
27	Cc1cccc(NC(=S)NC2CCCC2)n1	-1	7%	-8%	16	?	-23%	-6%	-16%	-24%
28	Cc1ccc(Cl)cc1N1CCN(C(=O)COc2ccc(S(=O)(=O)NC(C)C)cc2)CC1	0	10%	-15%	-11	-12%	?	?	-17%	-2%
29	CCN(CC)S(=O)(=O)c1ccc(C(=O)N2CCN=C2SC)cc1	4	3%	1%	21	9%	-18%	-14%	12%	-8%
30	Cc1ccc(S(=O)(=O)N2CCC[C@H]2C(=O)NCc2ccccc2Cl)cc1	-8	0%	9%	-3	-8%	?	-8%	2%	-10%
31	CC(C)(C)OC(=O)N(CCc1ccccc1)Cc1ccccc1OCc1cccc(NC(=O)C2CCCC2)c1	-11	17%	?	-2	4%	-4%	-18%	1%	12%
32	CCc1ccc(N2CC(C(=O)N3CCCC3)CC2=O)cc1 (stereo not drawn)	-10	0%	3%	-8	3%	4%	20%	9%	-10%
33	COCC(=O)N1CCCC(C(=O)c2ccc(-c3ccccc3)cc2)C1 (stereo not drawn)	13	?	9%	-10	7%	-13%	10%	13%	-8%
34	O=[N+]([O-])c1cccc(N=Cc2ccccc2)c1	-6	-16%	0%	-5	5%	3%	-7%	5%	2%
35	CC(C)(C)S(=O)(=O)/C(C#N)=N/Nc1ccc(C#N)cc1	-2	5%	-24%	14	3%[7.66 µM]	-25%	?	?	2%
36	CCOc1ccccc1OC(=O)c1ccco1	-1	-184%[0.0737 µM]	-3%	-11	3%	7%	0%	-4%	?
37	Cc1cccc(N2CCCn3c2nc2c3c(=O)n(CCN3CCOCC3)c(=O)n2C)c1	1	-1%	8%	24	11%	?	6%	-1%	-2%
38	Cc1ccc2nc(SCC(=O)N/N=C/c3ccc(C(=O)O)cc3)cc(C)c2c1	0	-5%	-1%	19	5%	24%	-2%	5%	-8%
39	CC(C)CN1C2CCCC1CC(NC(=S)NCc1ccco1)C2 (stereo not drawn)	-8	2%	14%	10	-1%	2%	-3%	13%	-2%
40	CCC(=O)c1cc(Br)ccc1OCC(=O)N1CCN(S(=O)(=O)c2ccccc2)CC1	-1	5%	0%	-58*	-11%	-23%	-25%	2%	1%
41	CCC1CCc2c([nH]c3ccccc3c2=O)O1 (stereo not drawn)	4	-1%	4%	19	11%[1.53 µM]	-27%	-1%	-5%	?
42	Cc1cccc(NC(=O)CSc2nnc3ccc(-c4cccnc4)nn23)c1	-2	·	6%	-5	2%	-1%	3%	1%	·
43	CCCN(C(=O)c1cc(Cl)nc2ccccc12)C1CCS(=O)(=O)C1 (stereo not drawn)	9	-3%	0%	24	-5%	2%	16%	0%	-15%
